High-throughput results: PubChem, Broad Institute
Statin myotox sup: suppression of simvastatin myotoxicity. 0.78% of 330,000 active. rescue of ATP level, % at 7.49 µM. C2C12 myotubes + simvastatin, ATP luminescence, 48 h; scaled: DMSO 0, geranylgeraniol control 100;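 active = mean ATP rescue above about 67%, or every replicate alone reaching that limit, limit read from the data, passing the limit was not always enough; inconclusive = no clear call, values can overlap the other calls; inactive = mean under the limit and some replicate under it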;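 also: myotubes were challenged with 10 µM simvastatin during compound exposure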
miR-122 sensor: blocks miR-122 activity in Huh7 sensor cells | Huh7 miR-122 Renilla luciferase sensor, 48 h; neutral wells = 0, positive control = 100 | activation (reporter increase), % at 12.5 µM | 0.3% of 340,000 active | AID 602342;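 active = mean replicate activation score at least 90 and every replicate individually at or above 90; inconclusive = only one of the two criteria met; inactive = neither criterion met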;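 also: higher luciferase means less miR-122 activity so hits act as miR-122 inhibitors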
FN deposition inh: fibronectin deposition inhibition | inhibition, % at 12.6 µM | 0.086% of 350,000 active | AH1F fibroblasts, Alexa488-fibronectin deposition fluorescence, overnight;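 active = mean inhibition across replicates of 30% or more, regardless of how many single replicates reach that level; inconclusive = mean under 30% yet at least half of replicates reach 30%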;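 also: positive control wells lacked labelled fibronectin entirely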
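Material: AH1F fibroblast monolayer depositing Alexa488-labelled fibronectin into matrix / Amount: 10000 AH1F cells per well / Signal: fluorescence 485/525 nm / Medium: DMEM, 2% serum / Compound: single dose, pinned / Incubation: 1 h cell adhesion before compound, then overnight fibronectin incubation / Reagent: Alexa488-FN, 24 nM final / Read-out: inhibition of fibronectin deposition signal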
Cneo AK release: Cryptococcus neoformans lysis via adenylate kinase release. 0.2% of 360,000 active. C. neoformans lysis, adenylate kinase release luminescence, 4 h; normalised: neutral wells 0, clomiphene wells 100. lysis activity, % at 15 µM;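 active = mean lysis activity across replicates of at least 80%, whatever share of replicates individually reach that level; inactive = mean lysis activity below 80%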
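Test system: log-phase Cryptococcus neoformans yeast cells. Input: 5 × 10^6 yeast cells/mL. Medium: fresh YPD growth medium. Doses: single dose. Incubation: static 4 h at 37 °C with compound, 1 h detection. Measured by: luminescent adenylate kinase detection reagent. Read-out: signal increase indicating cell lysis. Benchmarks: Clomiphene.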
GSIS activator: GLuc luminescence reporter in INS-1E cells, primary screen for activators of glucose-dependent secretion of insulin. INS-1E GLuc reporter insulin secretion, 2-3 h. activation, % at 16.6 µM. 0.61% of 370,000 active;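 active = lowest replicate activation of at least 40%, so every replicate reaches that level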;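 also: 0% = median of neutral control wells and 100% = median of IBMX positive control wells; some compounds called inactive have numbers as strong as hits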
PGC1a acetyl inh: lowers PGC1a acetylation signal in U2OS cells; 0.17% of 350,000 active; inhibition, % at 15.6 µM; AlphaScreen anti-acetyl-lysine; with virally co-expressed GCN5 acetyltransferase; AID 651687;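 active = every replicate shows inhibition of at least 40%; inconclusive = mean inhibition at least 40% but some replicate below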;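 also: 0% = neutral control wells and 100% = positive control wells; some results beyond the cut were filed as inactive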
CFTR F508del cor: CFTR F508del correction in bronchial cells; activity (quench increase), % at 7.58 µM; CFBE cells, YFP halide quenching; stimulated with forskolin plus potentiator P3; % fluorescence drop versus neutral controls; 0.36% of 350,000 active;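 active = mean added fluorescence quench of at least 8% versus neutral control, with both replicates also reaching 8%; inconclusive = only one of the mean or replicate conditions met; inactive = mean below 8% and not both replicates reaching 8%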;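 also: cells transiently co-express mutant CFTR-F508del with the halide-sensitive YFP; corrector assay measuring rescue of mutant channel to the surface after 24 h compound exposure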
PglD inh: inhibitors of Campylobacter jejuni PglD acetyltransferase. inhibition, % at 12.5 µM. 0.098% of 360,000 active. purified PglD enzyme, DTNB colorimetric CoA detection; in the data active = inhibition above about 16%, passing the limit was not always enough; inconclusive = no clear call, values can overlap the other calls; also: strong numbers were not always called active
The depositor's hits bear a star; ? = inconclusive; / = not tested or not shown; & = joins results of further samples; [ ] = dose if it differs, or a comment.

SMILES	Statin myotox sup	miR-122 sensor	FN deposition inh	Cneo AK release	GSIS activator	PGC1a acetyl inh	CFTR F508del cor	PglD inh
O=C(c1[nH]c(C(F)(F)F)nc1-c1ccccc1)N1CCN(C(=O)C2CCCO2)CC1 (stereo not drawn)	-6	7	3	-1	/	-3	2.2	-3
Cn1c(=O)c2[nH]c(SCCN3CCOCC3)nc2n(C)c1=S	5	/	-3	0	/	-3	-2.2	4
COc1ccccc1/C=N/NC(=O)c1csc(C)c1C	/	-3	6	1	/	4	-2.5	6
Cc1cc(NC(=O)CCN2CCC(C)CC2)ccc1Br	-1	1	5	-8	8	-22	3.0	6
Cn1c(CNC(=O)c2ccco2)nnc1SCC(=O)c1ccc(F)cc1	8	1	0	0	-11	5	1.7	-4
C[C@H]1CN([C@@H](C)CO)C(=O)CCCn2nncc2CO[C@@H]1CN(C)Cc1cccc(C(=O)O)c1	-4&-2	58[16.7 µM]	-5&-3	2&1	5&-11	-1&0	-3.9&2.4	8&3
O=C(Nc1cccc(F)c1)N1C[C@@H]2N[C@H](C1)C2c1ccc(-c2cncnc2)cc1 (stereo partly drawn)	/	/	-18	/	14	10	0.2	/
CCSC1=N/C(=C\c2ccc(OC)cc2)C(=O)N1	17	5	1	1	22	-4	-3.7	-4
Cc1snc(SCC(=O)c2ccc(Cl)cc2)c1C#N	28	6	2	0	/	6	/	-3
CCNC(=S)N1CCN(CCN2C(=O)c3cccc4cccc(c34)C2=O)CC1	/	/	-12	3	-3	-2	0.8	5
Cc1cc(NC(=O)c2ccccc2)ncc1NC(=O)c1ccco1	/	-8	5	-3	/	11	/	0
CCC(=O)Nc1ccc2c(c1)OC[C@@H](C)N(C(=O)c1ccccc1F)C[C@H](C)[C@@H](OC)CN(C)C2=O	9	1[16.7 µM]	0	6	2	/	/	1
C[C@H]1CN([C@@H](C)CO)C(=O)c2cc(NS(C)(=O)=O)ccc2O[C@H]1CN(C)S(=O)(=O)c1ccc(F)cc1	34	-25[16.7 µM]	/	-11	0	-3	3.2	-4
S=c1[nH]nc(-c2ccccc2)n1/N=C/c1ccc(Cl)cc1	-3	-1	1	0	12	-6	1.8	8
CCN(CC)c1ccc(CNc2nc3ccccc3n2CCN2CCOCC2)cc1	-34	3	15	1	-21	-23	1.1	-2
CC1CC(C)CN(S(=O)(=O)c2cccc(C(=O)N3CCN(c4ccc(F)cc4)CC3)c2)C1 (stereo not drawn)	8	13	-3	1	-38	0	-1.2	-4
Cn1c(O)c(N=NC(=O)c2ccccc2O)c2ccccc21	7	/	2	/	-1	-2	0.7	/
O=C(CCN1C(=O)/C(=C/c2cccs2)SC1=S)N1CCCCC1	-7	0	1	1	1	5	2.4	-1
COc1cc([N+](=O)[O-])ccc1NC(=O)NNC(=O)c1sccc1C	2	/	-1	1	-8	/	-0.8	-3
C[C@H](CO)N1C[C@H](C)[C@@H](CN(C)S(C)(=O)=O)Oc2c(NC(=O)c3nc4ccccc4s3)cccc2C1=O	/	2[16.7 µM]	/	-2	2	-8	0.2	5
Cc1cccc(N2CCN(C(=O)c3ccc4c(c3)c(C)c(C)n4C)CC2C)c1 (stereo not drawn)	36	-8	-16	1	-2	4	-4.1	0
Cc1ccccc1OCC(=O)NCCN1CCCC1	0	1	-5	7	/	6	/	4
O=S1(=O)N=C(N/N=C/c2cccs2)c2ccccc21	-4	-7	2	-1	3	7	-4.6	3
COc1cccc(C(=O)N2CCN(C(=O)COc3ccc4ccccc4c3)CC2)c1	-4	-3	-3	3	-16	-18	5.9	-1
C[C@@H]1CN([C@H](C)CO)C(=O)Cc2cc(NC(=O)Cc3ccccc3)ccc2O[C@H]1CN(C)Cc1ccncc1	-1	-3[16.7 µM]	/	-4	10	-5	-1.1	-3
CN(C)CC(=O)Nc1ccc2c(c1)[C@@H]1C[C@H](CC(=O)NC3CCCCC3)O[C@@H](CO)[C@@H]1O2	2	7[16.7 µM]	/	3	-6	1	-4.0	-3
CC1CN(C(=O)COc2ncnc3ccccc23)CC(C)O1 (stereo not drawn)	4	3	5	1	/	12	/	-6
C[C@@H]1CN([C@H](C)CO)C(=O)c2cc(NC(=O)Cc3ccccc3)ccc2O[C@H]1CN(C)Cc1ccc(Cl)c(Cl)c1	49	0[16.7 µM]	/	1	-38	-11	1.2	2
O=C1NC(=O)C(=Cc2ccccc2)N1	-16	3	-6	4	/	3	-4.3	5
Cc1ccc(S(=O)(=O)Nc2ccc3c(c2)CC(=O)N([C@@H](C)CO)C[C@@H](C)[C@H](CN(C)S(=O)(=O)c2cn(C)cn2)O3)cc1	10	2[16.7 µM]	/	1	0	2	3.0	0
O=C(c1ccccc1)c1c[nH]cc1-c1ccccc1	-12	13	-2	-1	/	-14	/	-7
O=C(C[C@@H]1C[C@@H]2c3cc(NC(=O)c4cccnc4)ccc3O[C@@H]2[C@@H](CO)O1)NCc1ccccn1	2	1[16.7 µM]	/	4	12	8	-2.5	-1
CC1CC1C(=O)OCC(=O)Nc1ccc(Cl)cn1 (stereo not drawn)	-4	/	2	2	-1	/	-4.7	4
O=C(Cn1cnnn1)Nc1cccc([N+](=O)[O-])c1	/	/	-4	/	3	2	-3.1	/
COc1cc(-c2cc(C(=O)Nc3ccc(C)c(S(=O)(=O)N4CCOCC4)c3)c3ccccc3n2)cc(OC)c1OC	-116	/	4	2	/	-25	1.9	-1
Clc1nc2sccn2c1/C=N/n1cnc2ccccc21	?	0	/	0	2	4	-0.6	0
CCN1CCN(C(=O)c2cnn3c(C(F)F)cc(-c4ccc(C)cc4)nc23)CC1	-4	-28	2	-2	/	-1	/	6
Cc1ccc(S(=O)(=O)N2CCC(=O)N2)cc1	0	1	-5	2	/	6	/	-6
CCOC(=O)N(C)C[C@H]1OCc2ccccc2-c2c(n(C)c3ccccc23)C(=O)N([C@H](C)CO)C[C@@H]1C	/	/	-9	1	-10	7	-0.7	3
CCN(CC)S(=O)(=O)c1ccc(NCc2ccccc2)nc1	8	-4	-7	0	-6	4	/	-4
O=C(NCCN1CCOCC1)c1cc(-c2ccc(F)cc2)on1	/	-1	0	/	-8	-9	/	/
COc1ccc(S(=O)(=O)Nc2ccc3c(c2)C(=O)N([C@@H](C)CO)C[C@H](C)[C@@H](CN(C)Cc2ccc(C(F)(F)F)cc2)O3)cc1	-33	-1[16.7 µM]	/	6	-16	17	2.1	-1
Cn1c(=O)[nH]c2c(c1=O)CCO2	-14	7	-13	/	6	-7	-0.1	/
COCC(C)n1c(-c2ccc3c(c2)NC(=O)CO3)csc1=Nc1ccc(OC(F)F)cc1 (stereo not drawn)	33	-37	9&0	/	-13&-9	16	0.8	2
COc1cccc(NC(=O)N(C)C[C@H]2Oc3ncc(/C=C/c4ccccc4)cc3C(=O)N([C@@H](C)CO)C[C@H]2C)c1	13	-22[16.7 µM]	/	-6	-10	-23	0.2	-2
CCCCNC(=O)OCCNC(=O)NC	2	-6	/	0	/	/	/	-1
Cc1cccc(C(=O)OCC(=O)NCCN2C(=O)CSC2=O)c1[N+](=O)[O-]	-3	-14	5	-1	-5	3	-2.4	-8
CC1CCN(c2ccc3nnc(CCC(=O)N4CCN(c5ccccc5F)CC4)n3n2)CC1	26	/	9	4	-16	/	0.8	1
CCCn1nnnc1-c1cc(Cl)cc(Cl)c1	3	-2	/	1	/	-9	0.9	7
N#C/C(=C(\O)Cc1ccccc1)c1nc2ccccc2[nH]1	3	11	/	1	/	-4	/	19
CCN(CC(=O)Nc1c(F)cccc1F)C(=O)c1ccc(C2SCCS2)cc1	6	-1	5	-2	-3	-9	1.0	1
CCCSc1nsc(SCCC)c1C(N)=O	6	-5	/	-1	/	7	/	-3
O=C(C[C@H]1CC[C@@H](NC(=O)CN2CCOCC2)[C@@H](CO)O1)NCc1cccc(F)c1	32	/	3	-15	8	-1	2.7	10
O=C(Nc1cccc(Cl)c1)c1ccc(F)c(S(=O)(=O)NCc2cccs2)c1	/	13	-4	4	-66	-6	/	3
Cc1cc(Cl)c2oc(C(=O)N(C)Cc3nccn3C)c(C)c2c1	-4	-3	4	1	11	4	-3.0	3
COCCn1nnnc1C(c1ccc(OC)c(OC)c1)N1CCN(C(=O)c2ccco2)CC1 (stereo not drawn)	-4	-9	-8	/	12	9	-3.2	/
COc1ccc(NC(=O)N(C)C[C@H]2Oc3ccc(NS(=O)(=O)c4c(C)noc4C)cc3C(=O)N([C@H](C)CO)C[C@H]2C)cc1	-23	2[16.7 µM]	/	2	9	7	-3.7	1
Cc1ccc(C)c(N2CCN(S(=O)(=O)c3c(C)[nH]c(C)c3C(=O)N3CCCC3)CC2)c1	6	1	6	-2	-13	5	-1.7	2

Quoted at random: two records from the list.
SMILES	Statin myotox sup	miR-122 sensor	FN deposition inh	Cneo AK release	GSIS activator	PGC1a acetyl inh	CFTR F508del cor	PglD inh
O=C(NCCN1CCOCC1)c1cc(-c2ccc(F)cc2)on1	/	-1	0	/	-8	-9	/	/
O=C(Nc1cccc(Cl)c1)c1ccc(F)c(S(=O)(=O)NCc2cccs2)c1	/	13	-4	4	-66	-6	/	3

Among those listed so far, these have an aryl methoxy group.
SMILES	Statin myotox sup	miR-122 sensor	FN deposition inh	Cneo AK release	GSIS activator	PGC1a acetyl inh	CFTR F508del cor	PglD inh
COc1ccccc1/C=N/NC(=O)c1csc(C)c1C	/	-3	6	1	/	4	-2.5	6
CCSC1=N/C(=C\c2ccc(OC)cc2)C(=O)N1	17	5	1	1	22	-4	-3.7	-4
COc1cc([N+](=O)[O-])ccc1NC(=O)NNC(=O)c1sccc1C	2	/	-1	1	-8	/	-0.8	-3
COc1cccc(C(=O)N2CCN(C(=O)COc3ccc4ccccc4c3)CC2)c1	-4	-3	-3	3	-16	-18	5.9	-1
COc1cc(-c2cc(C(=O)Nc3ccc(C)c(S(=O)(=O)N4CCOCC4)c3)c3ccccc3n2)cc(OC)c1OC	-116	/	4	2	/	-25	1.9	-1
COc1ccc(S(=O)(=O)Nc2ccc3c(c2)C(=O)N([C@@H](C)CO)C[C@H](C)[C@@H](CN(C)Cc2ccc(C(F)(F)F)cc2)O3)cc1	-33	-1[16.7 µM]	/	6	-16	17	2.1	-1
COc1cccc(NC(=O)N(C)C[C@H]2Oc3ncc(/C=C/c4ccccc4)cc3C(=O)N([C@@H](C)CO)C[C@H]2C)c1	13	-22[16.7 µM]	/	-6	-10	-23	0.2	-2
COCCn1nnnc1C(c1ccc(OC)c(OC)c1)N1CCN(C(=O)c2ccco2)CC1 (stereo not drawn)	-4	-9	-8	/	12	9	-3.2	/
COc1ccc(NC(=O)N(C)C[C@H]2Oc3ccc(NS(=O)(=O)c4c(C)noc4C)cc3C(=O)N([C@H](C)CO)C[C@H]2C)cc1	-23	2[16.7 µM]	/	2	9	7	-3.7	1
